Screening data deposited in PubChem BioAssay by several laboratories.
NR2F2 inh: NR2F2 (human) inhibition, primary screen; P24468; 370,000 tested, 0.7% active; inhibition, % at 8.6 µM; HEK293T NGFI-A luciferase reporter, luminescence;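 active means inhibition above a per-plate cutoff, mean inhibition of test wells between control levels plus 3 SD, cut at about 38% in these data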;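 further: cells cotransfected with COUP-TFII expression vector driving the NGFI-A reporter; 0% = median of COUP-TF2 test wells and 100% = reporter-only cells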
TROY signal inh: blocks TROY-dependent signaling in reporter cells. Q293 LMP1-TROYcd NF-kB luciferase reporter, 4 h. inhibition, % at 10 µM. 360,000 tested, 0.98% active. AID 1347056;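 active means compounds whose plate-normalised and pattern-corrected inhibition of the luciferase reporter signal at the single screening dose is 50% or more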
SRC2 inh: human SRC2 (NCOA2) inhibition. HEK293 GAL4-SRC2 luciferase reporter, luminescence. 370,000 tested, 0.17% active. inhibition, % at 9 µM. Q15596;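 active means inhibition above the mean inhibition of all tested compounds plus 3 SD, set per campaign, cut at about 52% in these data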;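 further: 0% = DMSO treated cells and 100% = cells given Gossypol at 36 µM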
EBV LMP1 NFkB: inhibitors of Epstein-Barr LMP1-induced NF-kappaB reporter | LMP1-induced NF-kappaB luciferase reporter cells, luminescence | inhibition, % at 12.5 µM | 350,000 tested, 0.69% active; in the data active means inhibition above about 41%;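 further: 0% = neutral control wells and 100% = reference inhibitor control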
TWEAK-Fn14 inh: TWEAK-Fn14 signaling inhibition; 360,000 tested, 2% active; TWEAK-stimulated Fn14 reporter cells, luciferase luminescence, 8 h; inhibition, % at 10 µM; in the data active means inhibition above about 50%
SRC1 inh: inhibits human SRC1 coactivator; Q15788; HEK293 GAL4-SRC1 luciferase reporter, luminescence; inhibition, % at 3.6 µM; 360,000 tested, 0.12% active; AID 588354;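 active means inhibition above the campaign mean plus 3 SD, with each screening campaign given its own cutoff, cut at about 60% in these data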;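 further: 0% = DMSO treated cells and 100% = gossypol at 36 µM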
TLR9-MyD88 inh: inhibitors of human TLR9-MyD88 binding; 340,000 tested, 0.21% active; AID 504734; CHO BLA complementation TLR9-MyD88, CCF4 FRET ratio; inhibition, % at 4.98 µM; Q9NR96+Q99836;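 active means inhibition above the mean over all tested compounds plus 3 SD, cut at about 21% in these data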;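 further: 0% = DMSO only wells and 100% = clavulanate BLA inhibitor control wells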
NCOA3 inh: inhibits human SRC3 coactivator | Q9Y6Q9 | HEK293 GAL4-SRC3 luciferase reporter, luminescence | inhibition, % at 3.6 µM | 360,000 tested, 0.17% active | AID 588352;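 active means inhibition above a per-campaign cutoff, the mean of all compounds plus 3 SD, cut at about 60% in these data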;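 further: 0% = DMSO-treated cells and 100% = gossypol-treated cells at 36 µM; higher means less SRC3-driven luciferase light from the GAL4 reporter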
NOD2 RIPK2 PPI: NOD2-RIPK2 protein interaction inhibition; 360,000 tested, 0.38% active; inhibition, % at 4.98 µM; CHO BLA complementation NOD2-RIPK2, CCF4 ratio; AID 624267; in the data active means inhibition above about 21%;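 further: 0% = vehicle only and 100% = reference blocker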
TRAIL sens C8: sensitizes caspase-8 expressing cells to TRAIL; 360,000 tested, 1% active; NB7+C8 cells + TRAIL, ATPlite viability luminescence; inhibition (viability loss, TRAIL sensitization), % at 10 µM;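 active means compounds causing at least 50% loss of cell viability in the single-dose screen, relative to plate controls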
LRH-1 inv ag: suppresses constitutive activity of human LRH-1; HEK293T StAR-luciferase reporter, LRH-1 transfected, 24 h; inhibition, % at 3.6 µM; 360,000 tested, 0.13% active; AID 602396;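 active means inhibition above the mean inhibition of all tested compounds plus 3 SD, cut at about 73% in these data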;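 further: 0% = DMSO wells and 100% = reporter-only cells lacking LRH-1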
* hit, by the source's call. A portion of the library; count on the stated rates, not on these rows.

How did Cc1nn2c(c1-c1ccccc1)NC1=C(C(=O)CCC1)C2c1ccccc1 (stereo unspecified) do in these assays?
NR2F2 inh: -3; TROY signal inh: 0; SRC2 inh: 15; EBV LMP1 NFkB: 3; TWEAK-Fn14 inh: -2; SRC1 inh: 13; TLR9-MyD88 inh: -2; NCOA3 inh: -3; NOD2 RIPK2 PPI: 6; TRAIL sens C8: 13; LRH-1 inv ag: -20

What do the screens show for `COc1cccc(N=Nc2c(=O)[nH]n3c(=O)cc(C)[nH]c23)c1`?
NR2F2 inh: 3; SRC2 inh: 4; EBV LMP1 NFkB: -2; TWEAK-Fn14 inh: 24; SRC1 inh: -9; TLR9-MyD88 inh: 10; NCOA3 inh: 6; NOD2 RIPK2 PPI: 4; TRAIL sens C8: 5; LRH-1 inv ag: 2

How did Cc1c(S(=O)(=O)N2CC(C)CC(C)C2)c(=O)n(C)c(=O)n1C (stereo unspecified) do in these assays?
NR2F2 inh: -3; TROY signal inh: 11; SRC2 inh: 17; EBV LMP1 NFkB: -6; TWEAK-Fn14 inh: 4; SRC1 inh: 0; TLR9-MyD88 inh: 0; NCOA3 inh: 15; NOD2 RIPK2 PPI: -7; TRAIL sens C8: -19; LRH-1 inv ag: -7

How did CC(=O)Oc1ccc(-c2ccc(C(=O)Nc3cccc(S(=O)(=O)N4CCOCC4)c3)cc2)cc1 do in these assays?
NR2F2 inh: 10; TROY signal inh: 38; SRC2 inh: 22; EBV LMP1 NFkB: -7; TWEAK-Fn14 inh: 4; SRC1 inh: 9; TLR9-MyD88 inh: 6; NCOA3 inh: 29; NOD2 RIPK2 PPI: -14; TRAIL sens C8: 25; LRH-1 inv ag: 41

How did CCN(CCCNC(=O)CNC(=O)c1nn(-c2ccc(OC)cc2OC)c(=O)c2ccccc12)c1cccc(C)c1 do in these assays?
NR2F2 inh: 15; TROY signal inh: -8; SRC2 inh: 2; EBV LMP1 NFkB: 3; TWEAK-Fn14 inh: 6; SRC1 inh: -8; TLR9-MyD88 inh: -2; NCOA3 inh: -1; NOD2 RIPK2 PPI: -8; TRAIL sens C8: -2; LRH-1 inv ag: 22

Results for CCN(C(=O)CSc1nnc(C)n1-c1ccc(C)cc1)c1c(N)n(Cc2ccccc2)c(=O)[nH]c1=O ?
NR2F2 inh: 1; TROY signal inh: 4; SRC2 inh: -4; EBV LMP1 NFkB: -40; TWEAK-Fn14 inh: 0; SRC1 inh: -8; TLR9-MyD88 inh: -4; NCOA3 inh: -7; NOD2 RIPK2 PPI: -1; TRAIL sens C8: -12; LRH-1 inv ag: 0

What do the screens show for `O=C1NC[C@@H](CCCCN2C[C@H](Cc3ccc(O)cc3)N(CC3CCCCC3)C(=O)C2=O)N(Cc2ccccc2)C1=O`?
NR2F2 inh: -2; TROY signal inh: -10; SRC2 inh: 15; TWEAK-Fn14 inh: 18; NOD2 RIPK2 PPI: 0; TRAIL sens C8: -4; LRH-1 inv ag: -15

Results for O=C(NCc1ccccc1)c1cccc(F)c1F ?
NR2F2 inh: -4; TROY signal inh: -18; SRC2 inh: 13; EBV LMP1 NFkB: -7; TWEAK-Fn14 inh: 9; SRC1 inh: 1; TLR9-MyD88 inh: 12; NCOA3 inh: 20; NOD2 RIPK2 PPI: -1; TRAIL sens C8: -4; LRH-1 inv ag: 4

How did OC1(c2cccs2)CN(c2ccc(Br)cc2)C2=[N+]1CCCS2 (stereo unspecified) do in these assays?
NR2F2 inh: 27; TROY signal inh: -31; SRC2 inh: -26; EBV LMP1 NFkB: 0; TWEAK-Fn14 inh: -19; SRC1 inh: 2; TLR9-MyD88 inh: -5; NCOA3 inh: 8; NOD2 RIPK2 PPI: -7; TRAIL sens C8: 8; LRH-1 inv ag: -12

Results for O=C(c1cc2c(s1)CCCC2)N1CCN(Cc2ccc3c(c2)OCO3)CC1 ?
NR2F2 inh: 25; TROY signal inh: 5; SRC2 inh: 2; EBV LMP1 NFkB: 3; TWEAK-Fn14 inh: -4; SRC1 inh: 5; TLR9-MyD88 inh: -2; NCOA3 inh: -31; NOD2 RIPK2 PPI: 10; TRAIL sens C8: -6; LRH-1 inv ag: 12

What do the screens show for `CC(C)(C)OC(=O)NC1CC2CCCC(C1)N2Cc1ccccc1` (stereo unspecified)?
NR2F2 inh: 12; TROY signal inh: 19; SRC2 inh: -20; EBV LMP1 NFkB: 35; TWEAK-Fn14 inh: -7; SRC1 inh: 2; TLR9-MyD88 inh: -15; NCOA3 inh: 1; NOD2 RIPK2 PPI: 6; TRAIL sens C8: -16; LRH-1 inv ag: 4

Results for O=C1c2ccccc2C(=O)N1CCSc1nncs1 ?
NR2F2 inh: -7; TROY signal inh: -7; SRC2 inh: -4; EBV LMP1 NFkB: 10; TWEAK-Fn14 inh: -3; SRC1 inh: -54; TLR9-MyD88 inh: -9; NCOA3 inh: 11; NOD2 RIPK2 PPI: 7; TRAIL sens C8: -5; LRH-1 inv ag: -9

How did CCN1C(=O)C(CC(=O)Nc2ccc(C)cc2C)Nc2cc(S(=O)(=O)N(C)C)ccc21 (stereo unspecified) do in these assays?
NR2F2 inh: -4; TROY signal inh: 19; SRC2 inh: -31; EBV LMP1 NFkB: 0; TWEAK-Fn14 inh: -2; SRC1 inh: -3; TLR9-MyD88 inh: 1; NCOA3 inh: 4; NOD2 RIPK2 PPI: 0; TRAIL sens C8: 0; LRH-1 inv ag: -17

Results for O=C(/C=C/[C@H]1O[C@@H](n2ccc(=O)[nH]c2=O)[C@H](O)[C@@H]1O)NCc1ccccc1 ?
NR2F2 inh: 0; TROY signal inh: -5; SRC2 inh: -5; TWEAK-Fn14 inh: 9; SRC1 inh: 6; NCOA3 inh: 16; NOD2 RIPK2 PPI: -22; TRAIL sens C8: -4; LRH-1 inv ag: -9

What do the screens show for `Cc1cc([N+](=O)[O-])c(=O)[nH]c1C`?
NR2F2 inh: 11; TROY signal inh: -5; SRC2 inh: -19; EBV LMP1 NFkB: -7; TWEAK-Fn14 inh: 7; SRC1 inh: -6; TLR9-MyD88 inh: -1; NCOA3 inh: -6; NOD2 RIPK2 PPI: -10; TRAIL sens C8: 16; LRH-1 inv ag: -10

As a short view, two of the compounds above:
What do the screens show for `CC(C)(C)OC(=O)NC1CC2CCCC(C1)N2Cc1ccccc1` (stereo unspecified)?
NR2F2 inh: 12; TROY signal inh: 19; SRC2 inh: -20; EBV LMP1 NFkB: 35; TWEAK-Fn14 inh: -7; SRC1 inh: 2; TLR9-MyD88 inh: -15; NCOA3 inh: 1; NOD2 RIPK2 PPI: 6; TRAIL sens C8: -16; LRH-1 inv ag: 4

Results for O=C1c2ccccc2C(=O)N1CCSc1nncs1 ?
NR2F2 inh: -7; TROY signal inh: -7; SRC2 inh: -4; EBV LMP1 NFkB: 10; TWEAK-Fn14 inh: -3; SRC1 inh: -54; TLR9-MyD88 inh: -9; NCOA3 inh: 11; NOD2 RIPK2 PPI: 7; TRAIL sens C8: -5; LRH-1 inv ag: -9

Next part:
How did CC(=O)Nc1nc(-c2ccc([N+](=O)[O-])cc2)cs1 do in these assays?
NR2F2 inh: -18; TROY signal inh: -41; SRC2 inh: -15; EBV LMP1 NFkB: 0; TWEAK-Fn14 inh: -6; SRC1 inh: -17; TLR9-MyD88 inh: 9; NCOA3 inh: -7; NOD2 RIPK2 PPI: 0; TRAIL sens C8: 2; LRH-1 inv ag: -22

How did O=C(c1ccco1)N1CCc2[nH]nc(-c3ccccc3)c2C1 do in these assays?
NR2F2 inh: 3; TROY signal inh: 12; SRC2 inh: 0; EBV LMP1 NFkB: 5; TWEAK-Fn14 inh: -5; SRC1 inh: 20; TLR9-MyD88 inh: -4; NCOA3 inh: 13; NOD2 RIPK2 PPI: 9; TRAIL sens C8: 7; LRH-1 inv ag: 20

How did COc1cccc(CNc2nnnn2C)c1OC do in these assays?
NR2F2 inh: 24; TROY signal inh: -9; SRC2 inh: 16; EBV LMP1 NFkB: 1; TWEAK-Fn14 inh: 0; SRC1 inh: -27; TLR9-MyD88 inh: -17; NCOA3 inh: -9; NOD2 RIPK2 PPI: -2; TRAIL sens C8: -32; LRH-1 inv ag: -3

What do the screens show for `Cc1cccc(OCCCC(=O)NCc2ccco2)c1`?
TROY signal inh: 2; EBV LMP1 NFkB: 0; TWEAK-Fn14 inh: -7; SRC1 inh: 11; TLR9-MyD88 inh: 8; NCOA3 inh: -4; NOD2 RIPK2 PPI: 9; TRAIL sens C8: -9; LRH-1 inv ag: 3

How did CCOc1ccc(NC(=O)CN2C(=O)COc3ccccc32)cc1 do in these assays?
NR2F2 inh: 15; TROY signal inh: 0; SRC2 inh: -30; EBV LMP1 NFkB: 3; TWEAK-Fn14 inh: -4; SRC1 inh: -5; TLR9-MyD88 inh: 0; NCOA3 inh: -11; NOD2 RIPK2 PPI: -12; TRAIL sens C8: -7; LRH-1 inv ag: -3

Results for COC(=O)CNC(=O)CSc1nnc2cc(C)c3ccccc3n12 ?
NR2F2 inh: -26; TROY signal inh: 12; SRC2 inh: 6; EBV LMP1 NFkB: 1; TWEAK-Fn14 inh: -4; SRC1 inh: -10; TLR9-MyD88 inh: -6; NCOA3 inh: 7; NOD2 RIPK2 PPI: 2; TRAIL sens C8: 9; LRH-1 inv ag: 2

How did Cc1ccc(C(=O)Nc2nc(N)n(-c3ccccc3)n2)cc1 do in these assays?
NR2F2 inh: 5; TROY signal inh: -49; SRC2 inh: -8; TWEAK-Fn14 inh: -11; SRC1 inh: -16; NCOA3 inh: -5; NOD2 RIPK2 PPI: -6; TRAIL sens C8: 17; LRH-1 inv ag: -12

How did Cc1n[nH]c(=O)nc1Nc1ccc(O)cc1 do in these assays?
NR2F2 inh: 0; TROY signal inh: 15; SRC2 inh: -11; EBV LMP1 NFkB: -6; TWEAK-Fn14 inh: 5; SRC1 inh: -22; TLR9-MyD88 inh: 2; NCOA3 inh: -2; NOD2 RIPK2 PPI: -7; TRAIL sens C8: -18; LRH-1 inv ag: -10

What do the screens show for `COc1cc(NC(=O)c2cc([N+](=O)[O-])ccc2NC(=O)CNCc2ccccn2)cc(OC)c1`?
NR2F2 inh: 0; TROY signal inh: -10; SRC2 inh: -11; EBV LMP1 NFkB: 8; TWEAK-Fn14 inh: 2; SRC1 inh: -6; TLR9-MyD88 inh: 5; NCOA3 inh: -4; NOD2 RIPK2 PPI: -3; TRAIL sens C8: 8; LRH-1 inv ag: 3

How did Cc1ccnc(NC(=O)c2ccc(COc3c(F)c(F)cc(F)c3F)o2)c1 do in these assays?
NR2F2 inh: -8; TROY signal inh: -26; SRC2 inh: 11; EBV LMP1 NFkB: -7; TWEAK-Fn14 inh: -6; SRC1 inh: 17; TLR9-MyD88 inh: 3; NCOA3 inh: -10; NOD2 RIPK2 PPI: 1; TRAIL sens C8: 5; LRH-1 inv ag: -10
